# Compound activity as filed in PubChem BioAssay.
# VIM-2 inh: blocks Pseudomonas aeruginosa VIM-2 metallo-beta-lactamase; purified VIM-2, nitrocefin hydrolysis, epi-absorbance fluorescence; inhibition, % at 5.6 µM; AID 1527; 0.89% of 290,000 active;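 active = inhibition above the mean of all tested compounds plus 3 SD, cutoff set per screening run, cut at about 7.5% in these data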;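 also: red hydrolysis product quenches plate fluorescence so inhibitors raise well fluorescence; 0% = enzyme with DMSO and 100% = DMSO without enzyme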
# MEKK2 mut-MEK5: signal of MEK5 binding to mutant human MEKK2 PB1 domain | bead flow cytometry, Alexa488-MEK5 binding to MEKK2 mutant | percent response, % at 10 µM | 0.35% of 290,000 active; in the data active = percent response above about 24%, passing the limit was not always enough; also: inactives centre near 1; some results filed as inactive read as strong as hits
# HCV NS3 hel inh: HCV NS3 helicase inhibition. NS3 helicase DNA unwinding, Cy5 molecular beacon fluorescence. inhibition, % at 10.9 µM. 0.56% of 290,000 active. AID 1800;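 active = inhibition above the mean of all tested compounds plus 3 SD, set per campaign, cut at about 35% in these data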;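 also: 0% = DMSO wells and 100% = thioflavine S control wells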
#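 System: NS3 helicase fragment of HCV / Schedule: 1 h at 25 °C / Control set: DMSO alone as 0% and 110 µM thioflavine S as 100% / Reagent: Cy5/quencher beacon DNA duplex and ATP to start / Technique: Cy5 fluorescence / Replication: singlicate / Evaluation: % inhibition of end-to-start signal ratio versus controls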
# SUMO HTRF inh: SUMOylation inhibition | P63279 | HTRF SUMOylation assay, SAE1/SAE2 + UBC9, in vitro | inhibition, % at 35 µM | 0.36% of 290,000 active | AID 2006; in the data active = inhibition above about 50%, passing the limit was not always enough; inconclusive = no clear call, values can overlap the other calls; also: strong numbers were not always called active
# Target sequence (P63279 whole entry, looked up): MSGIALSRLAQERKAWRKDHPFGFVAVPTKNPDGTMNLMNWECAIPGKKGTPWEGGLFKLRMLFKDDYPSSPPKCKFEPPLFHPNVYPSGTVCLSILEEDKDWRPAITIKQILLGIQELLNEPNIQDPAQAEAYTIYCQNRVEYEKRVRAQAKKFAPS
# DNA FID counter: displaces DNA intercalator in HCV helicase counter-screen. DNA fluorescent intercalator displacement, fluorescence. inhibition, % at 7.9 µM. 0.17% of 290,000 active; in the data active = inhibition above about 37%;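 also: 0% = vehicle and 100% = reference compound; higher means more ethidium bromide displaced from hairpin DNA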
# IMP-1 inhibitor: blocks Pseudomonas aeruginosa IMP-1 metallo-beta-lactamase; purified IMP-1, nitrocefin hydrolysis, epi-absorbance fluorescence; inhibition, % at 5.6 µM; 0.45% of 290,000 active;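 active = inhibition above the mean plus 3 SD of all compounds in the same screening run, cut at about 4.5% in these data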;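 also: 0% = IMP-1 with DMSO and 100% = DMSO wells lacking enzyme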
#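 system = purified recombinant IMP-1 beta-lactamase | amount = 0.2 nM IMP-1, as dispensed | medium = HEPES buffer pH 7.1 with ZnSO4 and Brij 35 | times = 25 °C, 15 min preincubation, 25 min reaction | detection = plate fluorescence quenching by hydrolysis product, ex 480/em 530 nm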
# NALP1 inh: NALP1 inhibition | S. cerevisiae NALP1/ASC/caspase-1 growth, X-gal OD620, 72 h | inhibition, % at 10 µM | 0.61% of 280,000 active; in the data active = inhibition mostly above about 24%, no sharp cut-off; inactive = mostly below about 32%; also: some compounds called inactive have numbers as strong as hits
# M18AAP inhibitor: PfM18AAP enzyme inhibition; recombinant PfM18AAP, H-Glu-NHMec fluorogenic cleavage; inhibition, % at 7.35 µM; AID 1822; 1.2% of 290,000 active;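 active = inhibition above the campaign mean inhibition over all tested compounds plus 3 SD, cut at about 28% in these data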;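 also: 0% = plate median of test compound wells and 100% = 2 mM ZnCl2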
# MEKK2wt PB1 HTS: raises or lowers MEK5 binding to wildtype human MEKK2 PB1 domain; 1.1% of 290,000 active; binding response (% of control), % at 10 µM; Q9Y2U5; bead flow cytometry, Alexa488-MEK5 binding to MEKK2 WT; actives lie on both sides; AID 1531; in the data active = binding response below about 67% or above about 130%; inconclusive = no clear call, values can overlap the other calls; inactive = in between
# Active calls of the source: *; ? = inconclusive; · = not tested or not shown.
no.	mol	IMP-1 inhibitor	SUMO HTRF inh	MEKK2 mut-MEK5	DNA FID counter	MEKK2wt PB1 HTS	M18AAP inhibitor	HCV NS3 hel inh	VIM-2 inh	NALP1 inh
1	COc1ccc(Cl)cc1S(=O)(=O)N(C)CC(=O)NCc1ccc2c(c1)OCO2	-1.5	5	-2	-27	95	1	5	-5.2	4
2	O/N=C1\CCCc2c1nc(-c1ccccc1F)n2O	-3.6	3	26	2	113	-2	4	0.1	·
3	Cc1ccc(S(=O)(=O)Nc2cc(S(=O)(=O)N3CCCCC3)ccc2N2CCOCC2)cc1	-1.3	9	-2	12	99	-5	9	0.2	-5
4	CSCC(C)N1CCC(n2nccc2NC(=O)CCc2ccccc2)CC1 (centres undefined)	0.0	4	-6	12	102	-2	-7	-1.3	8
5	Cc1cc(C)cc(NC(=O)c2cccc(NC(=O)C3C4CC5OC(=O)C3C5C4)c2)c1 (centres undefined)	-3.5	-22	2	-22	97	-12	-6	-1.5	-1
6	CC(C)(C)N(Cc1ccccc1)C(=O)CCc1ccccc1	-1.5	-12	-1	-19	101	1	6	-3.8	11
7	CC#C[C@]1(O)CC[C@H]2[C@@H]3CCC4=CC(=O)CCC4=C3[C@@H](c3ccc(N(C)C)cc3)C[C@@]21C	-3.1	-7	2	-33	94	23	-11	-1.9	17
8	CCc1cccc(NC(=O)C2CCN(S(=O)(=O)c3ccc4c(c3)CC(C)N4C(C)=O)CC2)c1 (centres undefined)	-1.8	-4	4	-51	98	-3	-7	-2.0	21
9	Cc1cnc(CN(C)Cc2nc(Cc3cccc(C(F)(F)F)c3)no2)[nH]1	-3.7	-10	-8	25	89	4	-9	-1.8	-10
10	CCC(C)NC(=O)CN1C(=O)CC(C)(C)S(=O)(=O)c2ccccc21 (centres undefined)	-1.5	2	6	-3	101	-4	-3	-1.5	-6
11	COCCNC(=O)c1ccc(CSCc2cccc(Cl)c2)o1	-1.7	-7	2	-22	102	4	-3	-0.5	-4
12	CC(C)(C)c1nc(SCC(=O)Nc2ccc(N3CCOCC3)cc2)c2ccccc2n1	0.0	-23	2	-2	103	-7	-5	0.0	9
13	O=c1c(O)cccc2cc(O)c(O)c(O)c12	7.7*	?	-19	-5	81	48*	53*	5.3	6
14	CCCCn1nc2cc(C(=O)NCc3ccc4c(c3)OCO4)ccc2c1OCC	-1.4	5	-1	-15	92	13	-10	-1.6	24
15	CCN(CC)CCNC(=O)C1c2ccccc2Oc2ccccc21	-2.8	12	7	15	113	-6	-19	-4.4	12
16	O=C(CSc1nc(-c2ccccc2)cs1)Nc1ccccc1[N+](=O)[O-]	-3.0	-5	18	5	126	0	-5	-0.2	31
17	CCN1CCN(C(=S)c2ccc(OCC(=O)Nc3ccc(OC)cc3)cc2)CC1	-1.2	·	-10	-2	92	3	-5	-5.3	·
18	CCN(CC)C1CCN(C(=O)CCn2nnnc2CN2CCOCC2)C1 (centres undefined)	-1.2	0	4	-6	107	1	-7	-1.1	-3
19	COc1ccc(-c2cc(C(=O)N3CC4(C)CC3CC(C)(C)C4)no2)cc1OC (centres undefined)	-3.4	-3	5	-11	104	0	-6	-2.5	0
20	CCCc1n[nH]c(=S)n1Cc1ccco1	-5.1	29	12	-12	110	13	11	17*	·
21	CC(=O)Nc1ccc(/C(C)=N/NC(=O)C2CC2c2ccccc2)cc1 (centres undefined)	-2.8	14	1	-10	98	-1	-3	-4.6	18
22	C#CCNC(=O)c1cccn1-c1ncc(C(F)(F)F)cc1Cl	-2.4	3	-2	-5	100	6	8	-4.9	-12
23	C=CCNC(=O)c1cnc(-c2ccccc2)nc1-c1ccccc1	-2.4	18	3	-16	105	10	4	-1.7	16
24	Fc1ccccc1Cc1noc(CN2CCCC(CN3CCOCC3)C2)n1 (centres undefined)	-1.4	-8	0	-2	106	-12	-1	-1.9	0
25	CCC1(C)CC(c2csc(N)n2)CCO1 (centres undefined)	-3.0	7	1	0	100	-6	12	-0.4	12
26	CC(C)(C)OC(=O)N1CCC[C@H]1C(=O)N/N=C/c1cccc2nccnc12	-2.7	-5	-8	-16	96	2	2	-1.7	6
27	COc1ccc(C2(c3ccc(OC)cc3)NC(=O)N(Cn3nnc4ccccc4c3=O)C2=O)cc1	-1.3	2	0	-8	103	-11	-6	-0.2	33
28	CCOC(=O)C1CCC(CNCc2ccccc2C)CC1 (centres undefined)	-1.6	-1	-8	7	102	4	1	-2.9	-10
29	N#C/C(=C\c1ccccc1)C(=O)Nc1cc(S(=O)(=O)N2CCOCC2)ccc1N1CCCC1	-1.9	-12	10	-5	113	-2	1	-0.8	35
30	CCn1c(/C=C/c2ccc([N+](=O)[O-])o2)nc2ccccc2c1=O	-3.2	13	0	-8	99	1	13	-3.5	-4
31	Cc1ccc(-n2c(N)c(C(=O)NCc3cccnc3)sc2=S)cc1	-1.9	27	2	-3	99	8	2	-3.7	10
32	O=C(CSc1n[nH]c(=O)n1C1CC1)NCc1ccccc1Cl	-0.2	-13	2	3	104	-8	-11	-2.5	17
33	O=C(O)c1ccc(NS(=O)(=O)c2ccc3c(c2)OCCCO3)cc1	-2.8	-8	2	0	102	2	3	-1.9	10
34	CCC1CN(C(=O)N2CCC(C(=O)NCc3ccc(F)cc3)CC2)c2ccccc2O1 (centres undefined)	-1.9	1	4	-57	102	4	-5	-7.7	3
35	COc1ccc(Cc2nnc(Nc3ccccc3OC)[nH]c2=O)cc1	-3.1	14	-2	1	100	3	-9	-4.2	-3
36	CCc1nnc(NC(=O)CSc2nnc(-c3ccoc3C)n2-c2ccc(C)cc2)s1	-3.2	7	·	-21	·	3	-9	-2.0	3
37	COc1cc(NC(=O)c2ccc(N3CC4CC(C3)c3cccc(=O)n3C4)c(NC(=O)c3ccncc3)c2)cc(OC)c1OC (centres undefined)	-2.0	6	-1	-65	98	14	-3	-5.2	5
38	COc1cc(/C=N/NC(=O)CCn2nc(C)cc2C)ccc1O	-3.4	15	15	-12	103	3	-3	-4.5	-44
39	CCc1ccc(C(=O)NCc2cccs2)s1	-2.2	6	0	-2	104	7	2	-3.5	1
40	N#Cc1c(N)nc2c3c(sc(=N)c2c1N)NC(=O)CC3c1ccccc1 (centres undefined)	-2.0	-27	-3	-4	84	7	4	-3.5	32
41	Cc1cc(NC(=O)c2cnc3ccccn3c2=O)no1	-1.7	·	·	1	·	-14	3	-4.0	·
42	CCNC(=O)NCCc1c[nH]c2ccc(Cl)cc12	-2.1	-7	1	-3	97	2	3	-1.4	4
43	Cn1c(=O)[nH]c(=O)c2c1nc(NC1CCCCC1)n2CCO	·	3	2	·	102	·	·	·	10
44	CCOC(=O)C(NC(=O)Nc1ccc(F)cc1F)(Oc1ccccc1)C(F)(F)F (centres undefined)	-2.7	6	0	-2	109	5	23	-2.4	21
45	CCN(CC)C(=O)Cn1cc(C(=O)C(=O)NCc2cccnc2)c2ccccc21	0.2	2	7	-18	101	0	3	-0.1	13

# Ordered by heavy-atom count (rising): part of the list above.
no.	mol	IMP-1 inhibitor	SUMO HTRF inh	MEKK2 mut-MEK5	DNA FID counter	MEKK2wt PB1 HTS	M18AAP inhibitor	HCV NS3 hel inh	VIM-2 inh	NALP1 inh
39	CCc1ccc(C(=O)NCc2cccs2)s1	-2.2	6	0	-2	104	7	2	-3.5	1
33	O=C(O)c1ccc(NS(=O)(=O)c2ccc3c(c2)OCCCO3)cc1	-2.8	-8	2	0	102	2	3	-1.9	10
35	COc1ccc(Cc2nnc(Nc3ccccc3OC)[nH]c2=O)cc1	-3.1	14	-2	1	100	3	-9	-4.2	-3
34	CCC1CN(C(=O)N2CCC(C(=O)NCc3ccc(F)cc3)CC2)c2ccccc2O1 (centres undefined)	-1.9	1	4	-57	102	4	-5	-7.7	3

# (list continues)
no.	mol	IMP-1 inhibitor	SUMO HTRF inh	MEKK2 mut-MEK5	DNA FID counter	MEKK2wt PB1 HTS	M18AAP inhibitor	HCV NS3 hel inh	VIM-2 inh	NALP1 inh
46	COc1cccc(OCc2nnc3n2N=C(c2ccccc2)C(CC(=O)O)S3)c1 (centres undefined)	-3.4	4	2	-27	103	4	12	1.1	-1
47	CC1CCN(CC(=O)N2CCN(c3ccccc3)CC2)CC1	-3.2	-4	7	-5	106	2	-1	-3.1	-2
48	CCN1CCCC1CNC(=O)C(=O)NC1CC1 (centres undefined)	-4.8	9	-5	3	100	-6	3	2.4	0
49	CN(Cc1ccccc1)c1nc2c(c(=O)[nH]c(=O)n2C)n1CCCSc1ncccn1	-5.0	7	0	-31	96	-32	-11	-5.9	4
50	COc1cc(NC(=O)C2CCN(S(=O)(=O)c3ccc4c(c3)CC(C)N4C(C)=O)CC2)cc(OC)c1OC (centres undefined)	-2.5	·	-3	-53	100	0	-1	-4.5	7
51	CSCC[C@H](NC(=O)OC(C)(C)C)c1nnc(SCc2ccccc2)o1	-3.2	-9	11	-32	115	-3	-2	-2.0	5
52	CC(C)c1nc(SCC(=O)N2CC(=O)Nc3ccccc32)c2ccccc2n1	-2.5	6	25	-29	109	-4	11	4.2	-8
53	COc1ccc([N+](=O)[O-])cc1N(CC(O)CN1CCCCC1)S(=O)(=O)c1ccc(C)cc1 (centres undefined)	-2.8	8	-1	11	100	1	-8	-4.9	14
54	CCOC(=O)C1CCN(C(=O)c2cc3c(=O)n4ccccc4nc3n2C)CC1	-1.9	?	-1	-16	92	-5	-5	1.6	10
55	CSc1ccc(CN2C(=O)NC3(CCCCC3)C2=O)cc1	-2.5	12	-2	-4	104	-4	-4	-4.3	13
56	CS(=O)(=O)N(CC(=O)N1CCN(Cc2ccccc2)CC1)c1ccccc1F	-2.5	12	-1	-12	98	-2	2	-1.5	17
57	CN(Cc1ccccc1)S(=O)(=O)c1ccc2[nH]c(=O)oc2c1	-1.0	11	0	-4	104	1	-10	-1.1	16
58	C=CCN(C(=O)c1ccccc1)C1CCS(=O)(=O)C1 (centres undefined)	-3.3	13	3	-5	101	-1	4	-0.6	14
59	N#Cc1ccccc1NC(=O)Nc1ccc(Cl)cc1	-0.6	-4	6	-3	102	4	5	1.0	21
60	Cc1ncc([N+](=O)[O-])n1CCOC(=O)NC(NCc1ccccc1Cl)C(Cl)(Cl)Cl (centres undefined)	-0.9	-14	10	2	102	-6	-7	-0.8	24
61	O=C(c1cccs1)c1coc2ccc(O)c(CN3CCOCC3)c12	-2.4	10	-1	-3	101	12	-1	-3.1	2
62	O=C(Nc1cccnc1)c1ccc2c(c1)C(=O)N(CC1CCCO1)C2=O (centres undefined)	-0.6	0	-15	-3	81	-8	7	2.3	-6
63	Cc1ccc(S(=O)(=O)CCc2nnc(NC(=O)COc3cccc(C)c3)s2)cc1	-0.9	-3	0	7	103	-2	5	0.4	2
64	COc1ccc(-c2nc(CC(=O)O)cs2)cc1	-3.0	10	6	-3	103	-9	-6	0.2	13
65	Cc1ccc(SCC(=O)Nc2ccccc2N2CCOCC2)cc1	0.9	-6	-2	-32	97	-3	6	0.4	0
66	Cc1cccc(C(=O)N[C@H](C(=O)OCC(=O)NC2CCS(=O)(=O)C2)C(C)C)c1 (some centres undefined)	-2.0	-6	1	-3	99	1	-2	-3.7	15
67	CCN(CC)Cc1c(NC(=O)c2ccccc2)sc(C)c1C	-1.4	11	-13	1	78	-7	-8	1.2	0
